hIAP block: human IAP inhibition. inhibition, % at 10 µM. 0.12% of 330,000 active. AID 2544. P09923. purified IAP, CDP-Star luminescence, 30 min;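 active means inhibition reaching a set limit with compound at 10 µM in the primary screen, cut at about 35% in these data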;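 further: plate controls were DMSO wells with enzyme for no effect and no-enzyme buffer wells for full effect; values of inactives mirror those of a sister screen read the other way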
Target sequence (P09923 whole entry, looked up): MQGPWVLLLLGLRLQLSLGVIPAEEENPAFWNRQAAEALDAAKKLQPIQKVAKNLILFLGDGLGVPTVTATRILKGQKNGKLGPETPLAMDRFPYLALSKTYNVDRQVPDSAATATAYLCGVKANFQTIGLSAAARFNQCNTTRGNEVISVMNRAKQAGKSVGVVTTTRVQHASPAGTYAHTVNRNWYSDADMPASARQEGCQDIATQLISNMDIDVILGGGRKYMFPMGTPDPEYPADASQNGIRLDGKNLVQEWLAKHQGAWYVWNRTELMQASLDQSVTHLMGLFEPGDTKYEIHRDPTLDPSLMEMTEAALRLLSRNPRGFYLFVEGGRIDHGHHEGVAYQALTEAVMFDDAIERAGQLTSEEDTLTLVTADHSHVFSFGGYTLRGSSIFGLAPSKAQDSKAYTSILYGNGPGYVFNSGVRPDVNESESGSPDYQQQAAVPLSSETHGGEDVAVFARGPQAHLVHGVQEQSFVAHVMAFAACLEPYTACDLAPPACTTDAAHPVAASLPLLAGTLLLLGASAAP
tim10-1 inh: tim10-1 yeast growth inhibition | S. cerevisiae tim10-1 ts strain growth, BacTiter-Glo, 24 h | inhibition, % at 20 µM | 2.2% of 330,000 active;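 active means inhibition of at least 40%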;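 further: mutant grown at 25 °C; 0% = DMSO wells with yeast and 100% = wells holding no yeast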
NLRP3 yeast inh: NALP3 inhibition in yeast; Yeast reconstituted NLRP3/ASC/caspase-1, beta-gal luminescence, 24 h; inhibition, % at 10 µM; 0.39% of 330,000 active;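 active means inhibition of 50% or more; inactive means inhibition below 50%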;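 further: plate controls were induced DMSO wells for no effect and uninduced yeast grown without galactose for full effect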
beta cell repl: inducers of beta-cell replication in MIN6 cells. 0.29% of 330,000 active. proliferation, % at 10 µM. MIN6 cells proliferation, ATPlite luminescence, 48 h; cells starved in 0.2% serum; 100% = growth in 10% serum. AID 2380;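 active means compounds whose signal lies at least 3.5 SD above the mean of all wells on their plate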;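 further: 0% = DMSO-treated cells in low-serum medium and 100% = 10% serum control; some compounds called inactive have numbers as strong as hits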
A3A deaminase: inhibitors of human APOBEC3A DNA deaminase. AID 493011. P31941. inhibition, % at 20 µM. recombinant A3A, FAM/TAMRA ssDNA deamination fluorescence. 0.41% of 330,000 active;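 active means at least 40% inhibition at 20 µM here, with at most 30% in a related deaminase screen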;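 further: plate controls were A3A with DMSO for no effect and wells lacking A3A enzyme for full effect; some results filed as inactive read as strong as hits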
Target sequence (P31941 whole entry, looked up): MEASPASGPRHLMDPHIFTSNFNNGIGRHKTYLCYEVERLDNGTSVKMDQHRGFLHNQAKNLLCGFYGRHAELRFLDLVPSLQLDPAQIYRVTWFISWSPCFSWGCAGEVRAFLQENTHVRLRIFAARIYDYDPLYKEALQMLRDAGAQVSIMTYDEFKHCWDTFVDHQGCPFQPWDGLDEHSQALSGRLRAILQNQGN
A3G deaminase: blocks human APOBEC3G single-stranded DNA deamination | Q9HC16 | recombinant A3G, ssDNA deamination FAM/TAMRA fluorescence | inhibition, % at 20 µM | 0.28% of 330,000 active | AID 493012;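 active means inhibition of at least 40% at 20 µM, with no more than 30% in the related APOBEC3A deaminase screen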;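 further: plate controls were DMSO wells with A3G for no effect and wells lacking A3G enzyme for full effect; some compounds called inactive have numbers as strong as hits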
Target sequence (Q9HC16 whole entry, looked up): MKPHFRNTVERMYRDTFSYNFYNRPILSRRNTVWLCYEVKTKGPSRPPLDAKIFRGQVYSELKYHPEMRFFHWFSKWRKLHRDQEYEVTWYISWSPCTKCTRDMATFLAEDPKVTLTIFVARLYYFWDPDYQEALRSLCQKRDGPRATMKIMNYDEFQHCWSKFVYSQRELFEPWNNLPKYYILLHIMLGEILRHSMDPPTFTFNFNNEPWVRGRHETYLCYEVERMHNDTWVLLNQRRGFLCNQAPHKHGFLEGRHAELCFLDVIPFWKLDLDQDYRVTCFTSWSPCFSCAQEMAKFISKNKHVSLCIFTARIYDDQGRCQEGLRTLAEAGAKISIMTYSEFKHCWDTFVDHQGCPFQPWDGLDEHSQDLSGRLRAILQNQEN
mIAP block: mouse IAP inhibition; 0.2% of 330,000 active; purified mouse IAP, CDP-Star luminescence, 30 min; AID 2806; inhibition, % at 10 µM;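 active means inhibition of at least 40% at 10 µM in the primary screen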;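 further: plate controls were DMSO with enzyme for no effect and no enzyme wells for full effect; values of inactives mirror those of a sister screen read the other way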
TIM10 inh: TIM10 yeast growth inhibition; S. cerevisiae TIM10 strain growth, BacTiter-Glo luminescence, 24 h; inhibition, % at 10 µM; 1.4% of 330,000 active; AID 463195;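 active means inhibition of 40% or more at the single tested concentration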;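 further: wild-type TIM10 isogenic control strain grown at permissive 25 °C; 0% = DMSO yeast wells and 100% = minimal medium wells without yeast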
mIAP act: increases mouse intestinal alkaline phosphatase activity; muIAP, CDP-Star luminescence, 30 min; hits give high values; 1 = vehicle-only enzyme signal, 0 = enzyme-free wells; activation factor at 10 µM; 0.24% of 330,000 active;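 active means activation factor of at least 2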; further: the source names both 10 and 20 µM as test concentration; values of inactives mirror those of a sister screen read the other way
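System: Mouse IAP enzyme | Also added: CDP-Star substrate | Dosing: Compounds dispensed in DMSO | Schedule: 30 min enzyme-substrate-compound incubation at room temperature | Technique: Chemiluminescence readout | Control set: DMSO-only wells and no-enzyme negative control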
Starred values were filed as active, the others as inactive; x = not tested or not shown. This is a random part of the collection, and some 4.6% of all compounds hit somewhere here.

| Structure | mIAP act | A3A deaminase | tim10-1 inh | hIAP block | TIM10 inh | mIAP block | beta cell repl | NLRP3 yeast inh | A3G deaminase |
| --- | --- | --- | --- | --- | --- | --- | --- | --- | --- |
| OC1(c2ccccc2)CCN(Cc2ccccc2)CC1 | 1 | -2 | -51 | -1 | -11 | -4 | -3 | 24 | -9 |
| CCN1CCN(Cc2c(O)ccc3c(=O)c(-c4ccccc4OC)coc23)CC1 | 1.1 | -5 | 3 | -14 | -5 | -12 | -3 | 5 | -5 |
| CC1(C)C[C@H]2C3=CCC4[C@@]5(C)CC[C@H](O)[C@](C)(CO)C5CC[C@@]4(C)[C@]3(C)C[C@H]3O[C@@H]1[C@H](O)[C@]32CO (stereo not given in full) | 1.1 | -1 | 0 | 5 | 10 | -5 | 4 | 15 | -9 |
| Cc1ccc(O)c(NS(=O)(=O)c2cccc3nsnc23)c1 | 1 | -2 | 10 | -7 | -21 | 0 | -2 | 20 | -4 |
| CCN(Cc1cccs1)C(=O)CN1C(=O)NC(c2ccccc2)(c2ccccc2)C1=O | 1.1 | 2 | 12 | 5 | 5 | -14 | -3 | 0 | -3 |
| Cc1cc(C(=O)Nc2ccccc2C)n(-c2ccccc2)n1 | 0.93 | -1 | 7 | 3 | -5 | 7 | -2 | 20 | -6 |
| O=C(O)c1ccccc1N/N=C\c1ccnc2ccccc12 | 0.93 | 7 | -4 | -3 | 8 | 7 | -3 | 4 | -1 |
| COc1ccc(-c2nn(-c3ccccc3)cc2/C=C(/C#N)C(N)=O)cc1[N+](=O)[O-] | 0.86 | 0 | 11 | 5 | 8 | 14 | 1 | 16 | -8 |
| CCCCOC(=O)Cn1cnc2ccc(Br)cc2c1=O | 1 | -1 | 30 | -12 | 40 | 0 | 1 | 26 | -6 |
| Cc1ccccc1CC1(CO)CCCN(Cc2ccc(C#CC(C)(C)O)cc2)C1 (stereo not given) | 0.97 | 0 | 15 | -4 | -2 | 2 | 0 | 7 | -4 |
| COCc1cc(C)nc(OCC(=O)N/N=C/c2ccc(C)o2)c1C#N | 0.93 | -1 | 11 | -21 | 17 | 7 | -2 | -13 | -6 |
| CCn1c(SCC(=O)Nc2sc3c(c2C#N)CCC(C(C)(C)C)C3)nnc1-c1ccco1 (stereo not given) | 0.77 | -2 | 2 | -9 | 13 | 23 | -3 | 11 | -5 |
| COc1ccc(CCn2c(C)cc(C(=O)CSc3nc(N)cc(=O)[nH]3)c2C)cc1 | 1 | 5 | 19 | 9 | -8 | -1 | -6 | 19 | -1 |
| CC[C@@]1(C(=O)OC)N[C@H](CN(C)C(=O)COc2ccccc2)[C@@H]2C(=O)N(Cc3ccccc3)C(=O)[C@@H]21 | 1.1 | -4 | 23 | -7 | 7 | -14 | -2 | -4 | -7 |
| O=C1c2ccccc2[C@@H]2C[C@@H](O)[C@H](Nc3ccccc3-c3ccccc3)CCN12 | 0.94 | 4 | 11 | x | -13 | 6 | x | x | 4 |
| CCCN(CCC)Cc1cc(=O)oc2cc3c(cc12)CCC3 | 0.81 | 0 | 4 | 5 | 7 | 18 | -2 | 5 | 0 |
| CN(C)S(=O)(=O)N1CCN(CC(O)COc2ccc3cc(Br)ccc3c2)CC1 (stereo not given) | 0.98 | -4 | 37 | 2 | 40 | 2 | -1 | 6 | -10 |
| c1ccc(CCN2CCN=C2Nc2ccccc2)cc1 | 1 | 0 | -7 | -17 | -4 | -1 | 0 | 8 | -6 |
| COC(=O)c1c(NC(=O)c2nc3ccccc3s2)sc2c1CC(C)(C)NC2(C)C | 0.95 | 1 | 30 | -16 | 55* | 5 | -6 | 15 | -7 |
| CCCCNC(=O)C(=O)N/N=C/c1ccc(OCC(=O)Nc2cccc(OC)c2)c(OC)c1 | 1 | 4 | 11 | -15 | 0 | 0 | -3 | 22 | -4 |
| COc1ccc(NC(=O)CN(C)C(=O)c2cn(-c3ccccc3)nc2-c2ccc(F)cc2)cc1 | 1.2 | 1 | 33 | 1 | 6 | -22 | -5 | -8 | -6 |
| Cc1c(NC(=O)COC(=O)c2ccccc2Cl)c(=O)n(-c2ccccc2)n1C | 0.92 | 1 | 4 | 8 | -6 | 8 | -2 | 7 | -1 |
| CCOC(=O)C1CCN(S(=O)(=O)c2ccc(C)cc2)CC1 | 1.1 | -5 | 20 | 4 | 0 | -13 | 1 | 31 | -4 |
| O=C1CC(c2ccc3c(c2)OCO3)Sc2nc3ccccc3n21 (stereo not given) | 1.1 | -6 | 7 | -5 | 20 | -11 | -3 | -3 | -10 |
| CCc1nc(CNC(=O)C2CCC(=O)N(CCc3ccc(OC)cc3)C2)cs1 (stereo not given) | 0.98 | 0 | -11 | -29 | -3 | 2 | -2 | 22 | -6 |
| COC(=O)C1(C(F)(F)F)C2C=CC(C2)N1S(=O)(=O)c1ccc(C)cc1 (stereo not given) | 0.95 | 0 | -12 | -16 | 15 | 5 | 2 | 17 | -9 |
| O=C(c1cn(-c2ccccc2)nc1-c1cccs1)N(CCO)Cc1ccccc1 | 1 | -1 | 14 | -9 | 7 | -1 | 1 | 4 | 0 |
| O=c1[nH]c(SCc2ccccc2[N+](=O)[O-])nc2nc[nH]c12 | 0.82 | 0 | 0 | 8 | 2 | 18 | -3 | -7 | 61* |
| C/C(=N/NC(=O)Cc1ccccc1)c1ccc(C)s1 | 0.97 | -1 | 24 | -13 | -18 | 3 | 2 | 2 | -7 |
| CC1SC(=Nc2ccccc2)N(S(=O)(=O)c2ccccc2)C1=O (stereo not given) | 0.95 | 1 | 7 | -13 | 7 | 5 | -3 | 1 | -4 |
| CC(=O)N1CCN(c2ccccc2NC(=O)c2ccc(Br)o2)CC1 | 0.91 | -2 | 9 | -17 | -20 | 9 | -2 | 10 | -8 |
| CSc1nc(N2CCCC2)c2c(c1C#N)CC(C)(C)OC2 | 1.1 | -1 | 19 | -3 | 7 | -9 | -4 | -6 | 1 |
| O=C(Nc1ccccc1O)c1ccc2c(c1)C(=O)N(N1C(=O)c3ccccc3C1=O)C2=O | 0.98 | 0 | -5 | -35 | -5 | 2 | -2 | 9 | 3 |
| O=C(COC(=O)Cc1ccc(Br)cc1)NC12CC3CC(CC(C3)C1)C2 | 0.83 | 3 | 39 | 1 | 28 | 16 | 0 | -3 | -2 |
| CC1CCCC(C)N1CCNC(=O)CCc1nnc2n(Cc3ccccc3)c(=O)c3ccccc3n12 (stereo not given) | 1 | 1 | -7 | 17 | 6 | -3 | -2 | 17 | -1 |
| CC1CCCCC1NC(=O)CCCCn1c(=O)[nH]c2ccsc2c1=O (stereo not given) | 0.93 | -1 | -15 | 18 | 7 | 7 | 2 | 20 | -3 |

2 compounds from above, showing only mIAP act and tim10-1 inh:
mol,mIAP act,tim10-1 inh
CSc1nc(N2CCCC2)c2c(c1C#N)CC(C)(C)OC2,1.1,19
O=C(Nc1ccccc1O)c1ccc2c(c1)C(=O)N(N1C(=O)c3ccccc3C1=O)C2=O,0.98,-5

Following part:
| Structure | mIAP act | A3A deaminase | tim10-1 inh | hIAP block | TIM10 inh | mIAP block | beta cell repl | NLRP3 yeast inh | A3G deaminase |
| --- | --- | --- | --- | --- | --- | --- | --- | --- | --- |
| CCCCC(=O)Nc1cccc(NC(=O)c2cccc(Br)c2)c1 | 1.1 | -2 | -14 | 0 | 0 | -11 | 0 | 22 | 6 |
| O=C(CSc1nccc(=O)[nH]1)N1CCCc2ccccc21 | 0.84 | 1 | 27 | 0 | -2 | 16 | -2 | 15 | 4 |
| CCc1nnc(NC(=O)CSc2nnc(-c3ccccc3OC)n2-c2ccc(C)cc2)s1 | 0.92 | -1 | 11 | 2 | 14 | 8 | 1 | -6 | -2 |
| COCCNC(=O)c1c(CSc2ccc(F)cc2)noc1C(=O)NCc1ccccc1 | 1 | -2 | 13 | -1 | 17 | 0 | -6 | 20 | -14 |
| COC(=O)/C(=C1/Oc2cc3c(cc2S1)OCO3)C(F)(F)F | 1.1 | -4 | 6 | -16 | -1 | -11 | -4 | 1 | 0 |
| CC(=O)Nc1ccc(S(=O)(=O)Oc2ccc(C(=S)N3CCC(O)CC3)cc2)cc1 | 0.99 | -2 | 15 | 5 | 11 | 1 | -4 | -1 | -1 |
| COc1ccc(C2=NN(C(=O)c3cccs3)C(O)(C(F)(F)F)C2)cc1 (stereo not given) | 0.97 | 0 | -6 | 5 | 31 | 3 | -2 | 28 | -6 |
| COc1ccc(NC(=O)Cn2cnc3c(cnn3C(C)(C)C)c2=O)cc1OC | 0.97 | 4 | 1 | -1 | -18 | 2 | -2 | -7 | -3 |
| Cc1cc2ccccc2n2c(SCC(=O)NCc3cccs3)nnc12 | 0.92 | 6 | 11 | -3 | 10 | 8 | -3 | 7 | -2 |
| C=CCc1ccc(OCCOCCN(C)C)c(OC)c1 | 0.96 | 2 | 5 | -4 | -5 | 4 | 0 | 15 | 0 |
| CN(CC(=O)Nc1cccc(F)c1)C(=O)/C=C/c1cn(Cc2ccccc2)nc1-c1cccnc1 | 0.96 | -5 | 5 | 6 | 5 | 4 | -2 | -3 | -7 |
| Cc1ccc(C)n1-c1ccccc1N | 1.1 | -1 | -2 | 13 | -11 | -5 | -3 | -2 | 1 |
| Cc1ccc(NS(=O)(=O)c2cccc(C(=O)NCc3ccccn3)c2)cc1 | 0.91 | -1 | -2 | 23 | -3 | 9 | -1 | 15 | -10 |
| O=C(COC(=O)c1cccc(S(=O)(=O)N2CCOCC2)c1)Nc1nc(-c2ccccc2Cl)cs1 | 0.96 | -4 | 19 | 13 | 10 | 4 | 2 | 9 | -3 |
| CC(C)C[C@H](NC(=O)C1CC(=O)N(c2ccc3c(c2)OCO3)C1)C(=O)NC1CCCCC1 (stereo not given in full) | 0.92 | -1 | 0 | -10 | 4 | 8 | -1 | 12 | -3 |
| Cc1ccc(CSC2=NCCN2C(=O)c2ccco2)cc1 | 0.94 | 4 | 29 | 7 | 10 | 6 | -1 | 6 | 4 |
| C[C@@H](C(=O)OCC(=O)NCCc1ccc(S(N)(=O)=O)cc1)N1C(=O)C2CCCCC2C1=O (stereo not given in full) | 0.96 | 6 | 0 | 5 | -6 | 4 | -1 | 18 | 3 |
| CCC(NC(=O)Nc1cc(C)on1)(C(F)(F)F)C(F)(F)F | 1.1 | 0 | 3 | 13 | 11 | -9 | -3 | -10 | -1 |
| O=[N+]([O-])c1ccc(N2CCN(S(=O)(=O)c3ccccc3)CC2)cc1NCCN1CCOCC1 | 0.96 | 5 | 19 | 13 | 17 | 4 | -2 | 13 | 0 |
| CCOC(=O)C1=CN(Cc2ccco2)S(=O)(=O)NC1CC (stereo not given) | 0.94 | -3 | 15 | x | -5 | 6 | x | x | -3 |
| Cc1cccc(NC(=O)c2ccc(S(=O)(=O)NCc3ccco3)cc2)n1 | 0.93 | -3 | 12 | 5 | 13 | 7 | 1 | 1 | -4 |
| COC(=O)c1ccc(NC(=O)c2ccc(OC(C)=O)c(OC)c2)cc1 | 1.1 | -2 | 7 | -3 | 18 | -5 | -2 | 9 | -4 |
| O=C(CSc1nnc(-c2ccncc2)n1Cc1ccco1)Nc1ccccc1Cl | 1.1 | -1 | 22 | -23 | -1 | -8 | -1 | 22 | -2 |
| O=C(COc1ccc2c(c1)CCC2)N1CCN(c2ccc(F)cc2)CC1 | 1 | -2 | 10 | -7 | -6 | 0 | -4 | 16 | -8 |
| CCOC(=O)c1c(C)[nH]c(C(=O)OCC(=O)c2ccccc2)c1C | 0.92 | -1 | 10 | 12 | 12 | 8 | -6 | 13 | -6 |
| O=C(C1CCC(=O)N(C2CC2)C1)N1CCN(c2cccc(Cl)c2)CC1 (stereo not given) | 0.97 | -9 | 5 | -21 | 5 | 3 | -5 | 0 | -8 |

Source: PubChem BioAssay (Sanford-Burnham Center for Chemical Genomics)
